EPAC1 antagonist – antagonists of human EPAC1 | 360,000 tested, 0.14% active | Potency, µM (titrated, usually from 115 µM), for the others: at the highest dose activity change, negative = inhibition, actives largely listed as inhibitors | EPAC1 GEF assay, Rap1b-BODIPY-GDP exchange fluorescence | O95398;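 also: potency is read from the fitted curve at half-maximal effect; plate controls were vehicle for no effect and positive control for full effect; nearly all actives have a fitted effect of over 50% in size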
PLK1 PBD inh – inhibitors of human PLK1 polo-box domain binding. Plk1 PBD binding of FITC phosphopeptide, fluorescence polarization. Potency, µM, without a hit: max response, negative = inhibition, most hits filed as inhibitors. 360,000 tested, 2.8% active. AID 720504; also: potency is read from the fitted curve at half-maximal effect; series mostly up to about 57 µM; % is scaled to controls: 0 for no effect and ±100 for the full control effect; nearly all actives have a fitted effect of over 65% in size
IL-2 act – IL-2 activation; IL-2 activation reporter assay, cell-based qHTS; stimulated with anti-CD3/CD4/CD28 beads; in transgenic mouse T cells; activation, % (series mostly up to about 46 µM); 360,000 tested, 0.065% active; AID 652025; in the data active = activation above about 50%; inconclusive = mostly about 30% to 49%; also: 0% is about no effect
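Readout: EGFP and DsRed signals by fluorescent plate cytometry. Unstimulated transgenic mouse T cells received compound 60 min before antibody-bead stimulation, then incubated 18 h at 37 degrees C.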
EPAC2 agonist – EPAC2 (human) agonism; EPAC2 activation, biochemical qHTS; response scale: 100% = 6.5 mM cAMP response; 360,000 tested, 0.079% active; Q8WZA2; AID 720711; Potency, µM (top dose mostly 154 µM), inactives show top-dose activation, most hits filed as activators; also: potency is read from the fitted curve at half-maximal effect; nearly all actives have a fitted effect of over 50% in size
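Each well held 100 nM EPAC2, 250 nM RAP1B-BODIPY-GDP and 50 uM GDP. Fluorescence, read at 5-min intervals to 30 min, was referenced to a 6.5 mM cAMP positive control.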
EPAC1 ag – EPAC1 (human) agonism. O95398. EPAC1 agonist qHTS, biochemical assay; response scale: 100% = response to 6.5 mM cAMP. Potency, µM (highest dose often 154 µM), inactives show top-dose activation, hits mostly activators. 360,000 tested, 0.073% active. AID 720707; also: potency is read from the fitted curve at half-maximal effect; nearly all actives have a fitted effect of over 60% in size
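Compounds were pinned as a concentration titration into mixtures of EPAC1 (100 nM), BODIPY-GDP-loaded Rap1B (250 nM) and GDP (50 uM). After 5 min at room temperature, fluorescence was followed for 30 min; activity was scaled to 6.5 mM cAMP.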
CCT modulator – changes cytosolic chaperonin activity | 360,000 tested, 0.3% active | activity change, % (concentration not given with the values), hits read low | purified chaperonin ATPase assay, HTRF ADP detection, 30 min; in the data active = activity change below about -30%; also: % is scaled to controls: 0 for no effect and ±100 for the full control effect
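TRiC (40 or 20 nM final, by batch activity) in 30 mM Tris pH 7.4, 100 mM KCl, 5 mM MgCl2, 1 mM DTT was treated with compound at 76 uM single dose, then 10 uM ATP, 30 min at 37 °C. ADP was read by HTRF Transcreener.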
PI5P4Ka inh – blocks human PI5P4K alpha kinase activity | P48426 | PI5P4Kalpha enzyme, ADP-Glo luminescence, 60 min; hits give low values | max response, % | 330,000 tested, 1.2% active | AID 652105; active = max response of -50% or lower; inconclusive = between -30% and -50%; inactive = -30% or higher; also: value at the top dose of about 77 µM; % is scaled to controls: 0 for no effect and ±100 for the full control effect
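Reactions run in 0.038 M HEPES pH 7.4, 0.28 mM EGTA, 0.1% CHAPS and 5% DMSO, with PI5P4Kalpha, substrate, compound and 5 microM ATP final, one hour at room temperature. Readout is ADP-Glo luminescence.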
WRN helicase inh – WRN helicase (human) inhibition; WRN helicase unwinding, fluorescent forked duplex, kinetic; Q14191; 360,000 tested, 0.46% active; Potency, µM (highest dose often 114 µM), inactives show top-dose activity change, negative = inhibition, most hits filed as inhibitors; also: potency is read from the fitted curve at half-maximal effect; % is scaled to controls: 0 for no effect and ±100 for the full control effect; nearly all actives have a fitted effect of over 55% in size
Target sequence (Q14191 whole entry, looked up): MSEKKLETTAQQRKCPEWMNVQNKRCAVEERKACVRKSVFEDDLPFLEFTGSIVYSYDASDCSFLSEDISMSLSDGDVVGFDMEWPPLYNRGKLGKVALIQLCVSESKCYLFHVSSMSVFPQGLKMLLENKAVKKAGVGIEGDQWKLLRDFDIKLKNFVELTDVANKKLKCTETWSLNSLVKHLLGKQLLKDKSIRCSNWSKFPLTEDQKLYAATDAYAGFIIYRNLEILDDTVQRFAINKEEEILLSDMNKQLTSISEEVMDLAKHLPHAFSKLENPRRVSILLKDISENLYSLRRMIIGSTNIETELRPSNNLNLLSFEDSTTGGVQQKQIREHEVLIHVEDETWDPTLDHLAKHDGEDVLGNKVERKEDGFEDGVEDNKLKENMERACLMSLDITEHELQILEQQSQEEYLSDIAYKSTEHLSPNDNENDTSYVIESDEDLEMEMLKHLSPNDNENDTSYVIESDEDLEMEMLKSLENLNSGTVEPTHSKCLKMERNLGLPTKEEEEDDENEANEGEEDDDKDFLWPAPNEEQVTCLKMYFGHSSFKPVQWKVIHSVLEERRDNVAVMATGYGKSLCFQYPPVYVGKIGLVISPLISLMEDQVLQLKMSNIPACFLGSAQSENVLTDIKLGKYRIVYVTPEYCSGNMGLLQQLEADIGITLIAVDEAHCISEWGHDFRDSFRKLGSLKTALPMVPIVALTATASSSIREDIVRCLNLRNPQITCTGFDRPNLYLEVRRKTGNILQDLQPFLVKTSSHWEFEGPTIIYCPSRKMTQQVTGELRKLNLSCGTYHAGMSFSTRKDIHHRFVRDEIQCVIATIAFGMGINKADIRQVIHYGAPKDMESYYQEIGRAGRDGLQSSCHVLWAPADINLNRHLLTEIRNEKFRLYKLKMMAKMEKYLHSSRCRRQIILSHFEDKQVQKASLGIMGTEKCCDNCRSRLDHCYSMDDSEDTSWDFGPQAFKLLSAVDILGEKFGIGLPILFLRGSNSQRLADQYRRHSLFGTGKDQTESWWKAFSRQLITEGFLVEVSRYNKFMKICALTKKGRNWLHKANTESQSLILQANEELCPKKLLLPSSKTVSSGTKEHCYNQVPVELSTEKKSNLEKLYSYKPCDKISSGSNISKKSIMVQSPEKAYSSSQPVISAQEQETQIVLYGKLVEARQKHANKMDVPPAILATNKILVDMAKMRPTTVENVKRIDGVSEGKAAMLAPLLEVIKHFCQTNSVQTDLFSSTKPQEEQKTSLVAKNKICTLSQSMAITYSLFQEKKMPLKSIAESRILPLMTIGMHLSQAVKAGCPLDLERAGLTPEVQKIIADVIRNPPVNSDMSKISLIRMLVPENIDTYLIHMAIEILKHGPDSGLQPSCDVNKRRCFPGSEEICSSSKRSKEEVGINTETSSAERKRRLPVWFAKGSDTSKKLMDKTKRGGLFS
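Kinetic red-fluorescence monitoring (525/598 nm) tracks WRN helicase activity after 100 nM fluorophore-quencher forked duplex and 2 mM ATP are added to 20 nM enzyme pretreated 15 min at room temperature with compound.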
Starred values were filed as active, the others as inactive; ? = inconclusive; / = no result given; [ ] = dose if it differs, or a comment. Unless noted, calls follow the shape of the dose curve; as a rule, active = well fitted curve in the direction sought with a large enough effect; inconclusive = small, poorly fitted or top-dose-only effect, or another doubt; inactive = no such curve, though single readings can be large; an effect the other way counts as inactive or inconclusive. Only part of the results is shown (hit frequency here may not be typical).

PI5P4Ka inh,CCT modulator,EPAC1 antagonist,WRN helicase inh,EPAC1 ag,EPAC2 agonist,canonical_smiles,PLK1 PBD inh,IL-2 act
/,0.1,-1%,1%,-1%,7%,COc1ccc(NS(=O)(=O)c2ccc(Br)s2)cc1OC,-3%,-3.4
2,-2.1,2%,1%,5%,7%,O=C1c2ccccc2C(O)(c2ccccc2)N1C1CC1 (stereo unspecified),4%,1.0
73,-1.9,-20%,4%,6%,5%,COc1cccc(-c2sc3ccc(OC)cc3c2C#CCC(C)O)c1 (stereo unspecified),-1%,-0.4
2,0.0,13%,8%,-8%,5%,CCN1C(=O)[C@H]2[C@H]3CN=C(SCc4ccc(Cl)cc4)N3[C@@](C)(C(=O)OC)[C@H]2C1=O,-3%,-0.1
-1,-1.9,-14%,2%,2%,14%,CN(C)S(=O)(=O)c1ccc(C(=O)Nc2nc(-c3cc4ccccc4o3)cs2)cc1,-10%,-1.6
-2,-3.6,6%,-3%,-3%,18%,CC(C)n1ncc2c(C(=O)N3CCN(Cc4cccs4)CC3)cc(C3CC3)nc21,-8%,-1.0
/,1.6,6%,7%,-3%,8%,NS(=O)(=O)c1ccc(NC(=O)c2ccccc2C(=O)N2CCCCC2)cc1,-4%,-2.7
0,0.5,-6%,1%,10%,14%,COc1cccc(C(=O)N2CCC[C@H]2C(=O)N2CCC[C@H]2C(=O)N(C)Cc2ccccc2)c1,0%,-0.3
2,-2.5,?,-11%,-1%,13%,CCOC(=O)C1=C(COC(=O)C2(C)CC2(Cl)Cl)NC(=O)NC1c1ccc(OC)cc1 (stereo unspecified),-9%,0.0
0,-0.6,-25%,-5%,-1%,5%,CC(CO)(CO)NCc1ccc(-c2ccccc2)cc1,1%,-1.4
/,-1.6,-3%,-1%,5%,-9%,O=C(Nc1sc2c(c1C(=O)NC1CCCCC1)CCC2)c1ccco1,-7%,1.0
8,-1.5,2%,1%,-2%,3%,O=C(CSc1ncnc2nc[nH]c12)N1CCN(c2ccccc2)CC1,0%,2.3
-1,-0.9,?,-4%,-1%,-18%,CCOc1ccc(CNC(=O)Cn2nc(C)c3c(C)n(-c4ccc(C)cc4)nc3c2=O)cc1,30µM*,-4.6
1,-3.7,3%,0%,1%,6%,COCCNc1ncnc2c1ncn2[C@H]1CN(CCOC)C[C@@H](CO)O1,-4%,2.0
1,-0.1,8%,-5%[57.1 µM],-4%,-7%,CCOC(=O)N1CCN(C(=O)c2ccc3c(=O)n(CCc4ccccc4)c(=S)[nH]c3c2)CC1,0%,2.3
1,-0.9,-3%,-8%,-4%,11%,O=C(Nc1nnc(SCC(=O)N2CCCCC2)s1)c1ccccc1F,-25%,-0.1
-2,1.1,?,0%,6%,3%,COc1ccc(S(=O)(=O)Nc2cccc3c2O[C@H](CN(C)CC2CC2)[C@@H](C)CN([C@H](C)CO)C3=O)cc1,-13%,-0.1
/,-1.2,-1%,0%,1%,0%,CCOC(=O)CNC(=O)CSc1nnc(-c2ccco2)n1Cc1ccco1,-5%,-0.6
-12,-0.8,-3%,1%,4%,2%,CCOC(=O)N1CCC(NS(=O)(=O)c2cc3c(cc2Cl)NC(=O)CO3)CC1,-10%,-2.4
2,-0.3,3%,0%,5%,6%,COc1ccccc1OCC(=O)NCCCN1CCOCC1,-15%,0.9
-4,-4.1,-5%,-1%,-10%,5%,COCCn1c(SC2CCCCC2=O)nnc1-c1ccncc1 (stereo unspecified),?,6.9
-2,-4.0,-2%,-18%,4%,1%,CCOc1ccc(OCC(=O)Nc2ccc(N3CCCCC3)cc2)cc1,-8%,3.2
4,-1.5,-12%,-11%,6%,7%,Cc1cccc(C)c1NC(=O)CN(C)C(=O)CCC(=O)N1CCOCC1,1%,1.0
0,-4.7,-25%,-4%,19%,14%,CCOc1ccc2[nH]c(C(=O)N/N=C/c3ccccc3OC)cc2c1,-10%,0.1
5,1.5,6%,-4%,-3%,-11%,CCCc1cc(=O)[nH]c(SCC(=O)c2cc(C)n(CC(F)(F)F)c2C)n1,-21%,-0.2

Going on with the list:
PI5P4Ka inh,CCT modulator,EPAC1 antagonist,WRN helicase inh,EPAC1 ag,EPAC2 agonist,canonical_smiles,PLK1 PBD inh,IL-2 act
3,-1.4,15%,-9%[57.1 µM],-7%,-4%,CC(C)(C)C(=O)Nc1nc2ccc(S(C)(=O)=O)cc2s1,1%,0.8
-13,0.2,10%,-2%,-10%,5%,CC(C)(C)NC(=O)C1c2ccccc2OCC(=O)N1Cc1ccccn1 (stereo unspecified),-9%,0.1
11,-1.7,-27%,-11%,-30%[inhibitor],-2%,Cc1ccc(S(=O)(=O)N2CCC(=O)N(CCOCc3cccc(C(F)(F)F)c3)CC2)cc1,-6%,-4.0
2,-1.5,-21%,-23%,0%,0%,Cc1ccccc1C(=O)Nc1ccnn1C1CCN(C(=O)C2CCOC2)CC1 (stereo unspecified),1%,-1.4
-13,0.3,4%,-3%,5%,6%,O=C(O)c1cccc(N/C(=N\S(=O)(=O)c2ccccc2)c2ccccc2)c1,0%,0.4
-9,-2.4,-8%,-9%,-4%,-2%,Cc1c(N=Cc2nc3ccccc3[nH]2)c(=O)n(-c2ccccc2)n1C,-7%,0.2
1,-4.1,-14%,-2%,-3%,10%,CCOc1ccc(C(=O)N2CCC3(CC2)NCCc2[nH]cnc23)cc1,-28%,-2.0
-14,-2.6,-5%,-4%,-5%,10%,COc1cccc(N(C(=O)c2ccco2)c2nc(-c3sc(NC(=O)c4ccco4)nc3C)cs2)c1,-22%,-0.3
-6,-1.5,-8%,8%[57.1 µM],3%,5%,CCc1nc2ccc(C(=O)N3CCN(C(C)=O)CC3)cn2c1N(C=O)Cc1ccc(OC)cc1,-12%,0.9
-2,-0.2,-1%,-4%,-2%,-10%,Cc1ccc(C)c(OCCOCCN2CC(C)OC(C)C2)c1C (stereo unspecified),-1%,-3.7
/,1.1,5%,-20%,-5%,6%,O=C(CSc1nc(-c2cccs2)cc(C(F)(F)F)n1)NCc1ccco1,-14%,0.3
-5,0.0,7%,-18%,1%,3%,O=C(COC(=O)c1ccccc1Br)NCc1cccs1,-1%,-2.7
3,2.0,-13%,3%,-9%,2%,c1ccc(N2OCC3Cn4c(nc5ccccc54)C32)cc1 (stereo unspecified),-2%,1.0
/,-7.8,1%,-17%,0%,1%,Cc1nc2c(C#N)c(C)[nH]n2c(=O)c1Cc1ccccc1,-5%,0.0
-4,-1.1,-1%,-6%,5%,5%,COc1ccc2cc(C3CC(c4cccs4)=NN3S(C)(=O)=O)c(Cl)nc2c1 (stereo unspecified),6.7µM*,-2.9
-11,-0.8,-9%,2%,-5%,8%,O=[N+]([O-])c1ccccc1S(=O)(=O)n1nnc2ccccc21,-3%,0.2
0,-3.1,-10%,0%,-6%,15%,Cc1ccc(S(=O)(=O)N2C[C@H]3C(=O)C[C@@H](c4ccccc4F)N(S(=O)(=O)c4ccc(C)cc4)[C@H]3C[C@H]2c2cccc3ccccc23)cc1,-11%,-3.1
15,-7.8,-14%,-17%,-2%,-3%,COC(=O)c1c(NC(=O)c2cccc(S(=O)(=O)N3CCN(C)CC3)c2)sc(C)c1C,?,-1.4
1,0.6,-10%,-6%,-3%,8%,C[C@H](O)[C@@H]1C(=O)N2CCc3ccc(-c4cccc(F)c4)cc3[C@@H]2C[C@@H]1N(C)S(=O)(=O)c1ccccc1,1%,0.0
1,0.2,-6%,5%,1%,6%,CC1(C(=O)NS(=O)(=O)c2ccc(Cl)cc2)CCN1C(=O)Cc1ccsc1 (stereo unspecified),1%,-0.1
-10,-1.0,1%,-16%,-4%,5%,CC1=C([N+](=O)[O-])C(c2ccccc2)NC(=O)N1 (stereo unspecified),-11%,0.5
-18,-1.2,2%,-6%,9%,17%,O=C(c1ccc([N+](=O)[O-])s1)N1CCCc2ccccc21,-11%,-0.7
-5,-3.0,4%,-5%,4%,-3%,COc1ccc(Nc2nnc(C)c(=O)[nH]2)cc1,-6%,0.3
/,-4.9,-1%,-7%,7%,12%,COc1ccc(CN(Cc2cc3ccc(C)cc3[nH]c2=O)Cc2nnnn2C2CCCC2)cc1,1%,-2.8
-9,1.5,-7%,-5%,12%,-7%,c1ccc(N(c2ccccc2)c2nc(-n3ccnc3)nc(-n3ccnc3)n2)cc1,-9%,-1.9

Other entries.
PI5P4Ka inh,CCT modulator,EPAC1 antagonist,WRN helicase inh,EPAC1 ag,EPAC2 agonist,canonical_smiles,PLK1 PBD inh,IL-2 act
-4,-0.2,-5%,3%,-2%,-3%,COc1ccc(-c2nnc(SCC(=O)c3[nH]c(C)c(C(C)=O)c3C)o2)cc1,-1%,-2.6
0,-1.2,1%,1%,-4%,10%,CC1(c2nnc(-c3cccc(Cl)c3)o2)CC(c2ccccc2)=NO1 (stereo unspecified),0%,0.5
-4,0.4,-25%,-13%[57.1 µM],7%,4%,COc1ccc(Br)cc1/C=N/NC(=O)c1cccc(S(=O)(=O)N2CCOCC2)c1,-3%,-3.8
-5,-1.4,-30%,7%[11.6 µM],-7%,8%,COc1ccc(-n2c(SCC(=O)NCc3ccco3)nc3sc4c(c3c2=O)CCN(C)C4)cc1,?,1.3
-1,-2.0,5%,4%,14%,3%,O=C1c2ccccc2C(c2nnnn2Cc2ccccc2)N1Cc1cccnc1 (stereo unspecified),-8%,-0.2
/,0.9,8%,-4%,-1%,-3%,O=C(O)c1ccccc1OCCOCCOc1ccccc1C(=O)O,1%,-1.9
-7,-1.9,-13%,-6%,-6%,10%,O=C(NCCOc1ccccc1F)C1CC(=O)N(Cc2ccccc2)C1 (stereo unspecified),-5%,-0.3
0,-2.9,-11%,0%,-1%,11%,COC(=O)C1=C(C)N(C)C(=S)NC1c1c(OC)ccc2ccccc12 (stereo unspecified),-6%,1.3
-1,-3.6,-7%,-15%,-12%,10%,O=C(O)C1C(c2ccccc2)c2ccccc2C(O)C1CO (stereo unspecified),-6%,0.0
2,-1.1,-10%,-8%,9%,-1%,COc1cc(C2NC(=O)CCC2[N+](=O)[O-])c(OC)cc1Br (stereo unspecified),2%,-2.4

Exported as labelled records: 2 of the compounds above.
CN(C)S(=O)(=O)c1ccc(C(=O)Nc2nc(-c3cc4ccccc4o3)cs2)cc1
  PI5P4Ka inh: -1	CCT modulator: -1.9	EPAC1 antagonist: -14%	WRN helicase inh: 2%	EPAC1 ag: 2%	EPAC2 agonist: 14%	PLK1 PBD inh: -10%	IL-2 act: -1.6
CC(C)n1ncc2c(C(=O)N3CCN(Cc4cccs4)CC3)cc(C3CC3)nc21
  PI5P4Ka inh: -2	CCT modulator: -3.6	EPAC1 antagonist: 6%	WRN helicase inh: -3%	EPAC1 ag: -3%	EPAC2 agonist: 18%	PLK1 PBD inh: -8%	IL-2 act: -1.0

Screens: PubChem, National Center for Advancing Translational Sciences (NCATS)
